KLF5 inhibitor – suppresses KLF5 promoter-driven expression; 290,000 tested, 0.23% active; inhibition, % at 5 µM; AID 1700; DLD-1 KLF5 promoter-luciferase reporter, luminescence;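 active = inhibition above a per-plate limit of that plate's mean compound inhibition plus 3 SD, cut at about 60% in these data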;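 also: 0% = DMSO wells and 100% = LY294002 at 200 µM; higher means less KLF5 promoter-driven luciferase light; inactives centre near -14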
SKKanGAS inh – SKKanGAS growth inhibition; S. pyogenes SKKanGAS, kanamycin growth, BacTiter-Glo, 6 h; inhibition, % at 7.5 µM; 300,000 tested, 1.3% active; AID 1662;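 active = mean replicate score, as percent of positive control median, at least 50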;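 also: strain carries kanamycin resistance gene driven by streptokinase promoter and grows in 40 µg/ml kanamycin; loss of luminescence reflects streptokinase promoter inhibition or plain growth inhibition; 0% = median of DMSO wells and 100% = positive control at its reference dose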
MrgX1 antag – blocks BAM8-22 activation of human MrgX1 receptor; 310,000 tested, 1.3% active; AID 588676; B-score at 10 µM; MRGX1-HEK293 calcium flux, Fluo-4, BAM8-22 antagonism; stronger effect = lower value;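 active = calcium-response B-score plate-corrected more than 3 library SD below zero, starting fluorescence within 5 deviations, no agonist response on first addition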;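 also: peak minus trough fluorescence over baseline after final BAM8-22 challenge near maximal dose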
TRPC6 inhibitor – mouse TRPC6 channel inhibition | AID 2553 | HEK293-TRPC6, membrane potential dye, ACh-evoked depolarization; stronger effect = lower value | Q61143 | B-score at 10 µM | 310,000 tested, 1.1% active;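 active = B-score under library mean minus 3 SD, initial fluorescence not abnormally high, positive integrated signal ratio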;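 also: B-score derived from integrated fluorescence ratio over the kinetic read; more negative B-score means stronger inhibition of depolarization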
TRPC4 potent – allosteric potentiators of mouse TRPC4 channel; HEK293 TRPC4beta/mu-opioid, DAMGO EC20, Fluo-4 Ca2+ flux; stronger effect = higher value; B-score at 10 µM; 310,000 tested, 0.42% active; AID 2227;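 active = B-score of calcium response area above 5 SD of library B-scores, with initial fluorescence ratio within 5 SD of library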;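 also: B-score of integrated fluorescence ratio over time as area under calcium response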
Target sequence (Q9QUQ5 whole entry, looked up): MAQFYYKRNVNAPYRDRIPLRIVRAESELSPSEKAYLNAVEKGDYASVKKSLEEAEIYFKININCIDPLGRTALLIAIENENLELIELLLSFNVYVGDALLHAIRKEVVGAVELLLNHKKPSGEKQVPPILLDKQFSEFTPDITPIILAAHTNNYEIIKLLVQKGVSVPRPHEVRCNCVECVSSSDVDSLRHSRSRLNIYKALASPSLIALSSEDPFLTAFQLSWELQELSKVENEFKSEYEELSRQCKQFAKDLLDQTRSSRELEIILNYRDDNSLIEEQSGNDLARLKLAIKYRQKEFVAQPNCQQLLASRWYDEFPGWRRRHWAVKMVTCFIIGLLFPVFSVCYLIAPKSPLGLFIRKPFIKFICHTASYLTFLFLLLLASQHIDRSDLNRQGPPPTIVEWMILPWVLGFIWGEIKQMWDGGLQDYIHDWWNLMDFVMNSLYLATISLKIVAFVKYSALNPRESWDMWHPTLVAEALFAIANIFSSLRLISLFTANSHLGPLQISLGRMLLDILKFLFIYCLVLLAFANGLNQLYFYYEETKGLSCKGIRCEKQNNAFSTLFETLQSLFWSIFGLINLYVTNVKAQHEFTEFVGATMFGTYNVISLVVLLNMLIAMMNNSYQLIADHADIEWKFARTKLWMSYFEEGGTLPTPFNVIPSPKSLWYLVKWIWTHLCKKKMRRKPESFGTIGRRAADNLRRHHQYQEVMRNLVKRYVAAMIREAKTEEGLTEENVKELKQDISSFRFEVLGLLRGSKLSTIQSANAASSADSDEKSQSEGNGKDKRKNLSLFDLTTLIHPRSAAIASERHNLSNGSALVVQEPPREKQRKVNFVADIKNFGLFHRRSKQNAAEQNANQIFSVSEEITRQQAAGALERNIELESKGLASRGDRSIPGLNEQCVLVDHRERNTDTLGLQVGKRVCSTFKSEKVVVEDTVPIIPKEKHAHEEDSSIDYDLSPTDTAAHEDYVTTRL
TRPC4 act – activators of mouse TRPC4 channel; 310,000 tested, 0.49% active; HEK293 TRPC4beta/mu-opioid, Fluo4 calcium fluorescence; stronger effect = higher value; B-score at 10 µM; AID 2237;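 active = B-score above 5 SD of library B-scores, and initial fluorescence ratio not above library mean plus 5 SD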;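 also: positive B-score marks a calcium rise read as TRPC4 activation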
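system = HEK293 cells stably co-expressing mouse TRPC4beta and mu-opioid receptor | schedule = Fluo4 dye loading 45 min at room temperature, 110 s recording | measure = B-scored integrated calcium fluorescence ratio | signal = Fluo4 calcium-sensitive dye fluorescence, kinetic, 1 Hz baseline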
HIF act – HIF pathway transcriptional activation | U2OS HRE-luciferase reporter, luminescence; normalized: DMSO 0%, desferrioxamine 100% | activation, % at 7.5 µM (by protocol) | 300,000 tested, 0.32% active | AID 1910;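 active = mean activation of at least 10% of the iron chelator positive control signal, with at least half of replicates also reaching 10%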
TRPC6 act – mouse TRPC6 channel activation; AID 2550; 310,000 tested, 0.13% active; Q61143; B-score at 10 µM; HEK293-TRPC6 membrane potential dye fluorescence; stronger effect = higher value;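 active = B-score of the integrated fluorescence ratio above library mean plus 3 SD, and starting fluorescence ratio within library mean plus 5 SD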;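 also: higher score means more depolarization so channel activation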
IEC-6 tox – counter-screen for KLF5 inhibitors: cytotoxicity in IEC-6 cells; IEC-6 cytotoxicity, luminescence viability; inhibition, % at 5 µM; 290,000 tested, 0.78% active; AID 1825; in the data active = inhibition above about 22%;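 also: 0% = plate median of test compound wells and 100% = cytotoxic reference compound wells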
aSyn UTR inh – 5' untranslated region of α-synuclein, MLPCN primary screen; alpha-synuclein 5'UTR reporter, inhibitor activity; inhibition, % (tested at 7.5 µM); 300,000 tested, 0.82% active; AID 1813; in the data active = inhibition above about 60%;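 also: H4 neuroglioblastoma cells stably carrying SNCA 5'UTR luciferase fusion; 0% = DMSO wells and 100% = positive control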
TRPC4 block – TRPC4 (mouse) channel inhibition | HEK293 TRPC4beta/mu-opioid, DAMGO-evoked Fluo4 calcium flux; stronger effect = lower value | B-score at 10 µM | 300,000 tested, 0.39% active;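 active = B-score over 3 SD under the library average, no early fluorescence shift, positive overall ratio signal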
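System: stable TRPC4beta/mu-opioid receptor HEK293 cells; Dosing: single-point compound dosing; Measured by: Fluo4 Ca2+ flux fluorescence; Read-out basis: per-well B score of integrated baseline-normalized Fluo4 ratio.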
Numbers without * were called inactive; i = inactive; nt = not tested or not shown.

SMILES | KLF5 inhibitor | SKKanGAS inh | MrgX1 antag | TRPC6 inhibitor | TRPC4 potent | TRPC4 act | HIF act | TRPC6 act | IEC-6 tox | aSyn UTR inh | TRPC4 block
COCCN1CCC(CNCc2c(C(=O)N3CCCCC3)nc3c(C)cccn23)C1 (stereo not drawn) | -5 | -2 | i | i | i | i | -0.3 | i | -2 | -19 | i
CCOC(=O)c1cc(C)n(-c2c(C)n(C)n(-c3ccccc3)c2=O)c1C | 5 | -2 | i | -6* | i | i | -0.3 | i | -3 | -8 | i
O=C(CNC(=O)c1ccco1)OC(C(=O)c1ccccc1)c1ccccc1 (stereo not drawn) | -16 | nt | i | i | i | i | nt | i | -2 | nt | i
CC(C)(C)c1nnc(NC(=S)Nc2ccccc2)s1 | -152 | 22 | i | i | i | i | 2.8 | i | -3 | -167 | i
COCCN(CCOC)C(=O)c1c[nH]c2ccc(S(=O)(=O)N(C)c3ccc(F)cc3)cc2c1=O | 23 | 5 | i | i | i | i | -0.4 | i | 0 | -27 | i
CCC(=O)Nc1ccc(NC(=O)CSc2nnc(-c3ccco3)n2C)cc1 | 10 | -4 | i | i | i | i | 0.0 | i | -8 | -4 | i
CC(C)c1ccc(NC(=O)CSc2n[nH]c(=O)n2Cc2ccco2)cc1 | -15 | -7 | i | i | i | i | -0.4 | i | 2 | 13 | i
O=C(CNC(=S)N(CCCN1CCOCC1)Cc1cccs1)NC1CC1 | -47 | -3 | i | i | i | i | 0.5 | i | -7 | 10 | i
CNC(=O)c1cc2c(=O)n3cc(C)ccc3nc2n(C(C)C)c1=N | -5 | 1 | i | -7.5* | i | i | -1.0 | i | 0 | -27 | i
Cc1cc(C)nc(-n2ncc(C#N)c2N)n1 | -21 | -13 | i | i | i | i | 0.0 | i | -2 | -25 | i
Cc1cccc2cc(C#N)c(SCC(=O)Nc3ccccc3N3CCOCC3)nc12 | -14 | 21 | i | i | i | i | -48 | i | 1 | 6 | i
NC(=O)c1c(NC(=O)c2cnccn2)sc2c1CCCC2 | -16 | -2 | i | i | i | i | 1.8 | i | 6 | -217 | i
Cc1ccc(S(=O)(=O)NCCNC(=O)c2nonc2N)cc1 | 12 | 4 | i | i | i | i | -0.3 | i | -3 | 4 | i
O=C(CN1CCN(c2ccccn2)CC1)Nc1ccccc1C(=O)Nc1ccccc1 | nt | 10 | i | i | i | i | -31 | i | nt | 3 | i
C=CCn1c(N)c(C(=O)N2CCOCC2)sc1=S | -7 | 2 | i | i | i | i | -0.3 | i | 0 | -10 | i
COC(=O)c1cnn2c3c(c(C)nc12)CCCC3 | -42 | -3 | i | i | i | i | 3.4 | i | -7 | -47 | i
Cc1c(Cl)cccc1NC(=O)[C@@H](NC(=O)c1ccccc1Cl)C(C)C | -7 | 11 | i | i | i | i | 0.3 | i | 2 | -5 | i
Cc1cc(Br)ccc1SCC(=O)OCC(=O)Nc1ncc(C(F)(F)F)cc1Cl | -40 | -7 | i | i | i | i | 0.0 | i | 1 | 7 | i
CC(=O)N(Cc1cccnc1)Cc1cc2ccc(C)cc2[nH]c1=O | -14 | -7 | i | i | i | i | -0.1 | i | 2 | 4 | i
CC1CCCC(NC(=O)C2CCC(CNc3c(N4CCCC4)c(=O)c3=O)CC2)C1C (stereo not drawn) | -2 | -2 | i | i | i | i | -0.1 | i | -1 | 19 | i
COc1cc(C(=S)N2CCOCC2)cc(OC)c1OC | 6 | -4 | i | i | i | i | 0.5 | i | 4 | 16 | i
O=C(Nc1ccon1)Nc1ccc(Cl)cc1Cl | -27 | 18 | i | i | i | i | 1.2 | i | 12 | -33 | i
CCc1ccccc1NC(=O)c1ccc(-c2csc(C)n2)cc1 | -152 | -2 | i | i | i | i | 5.2 | i | 0 | -143 | i
CC(C)NC(=O)Cn1c(SCC(=O)N2CCCc3ccccc32)nc2ccccc21 | -6 | -6 | i | i | i | i | -0.5 | i | -2 | 16 | i
COc1cc(-c2csc(C)n2)ccc1O | -20 | 1 | i | i | i | i | 0.4 | i | 8 | 8 | i
CCCNC(=O)c1ccc(S(=O)(=O)c2ccc(OC)cc2)c([N+](=O)[O-])c1 | -11 | -7 | i | i | i | i | 0.9 | i | 11 | 15 | i
CCOC(=O)C1CCN(C(=O)Cn2cnc3sc(C)c(S(=O)(=O)N4CCC(C)CC4)c3c2=O)CC1 | -1 | 12 | i | i | i | i | -0.1 | i | 1 | 13 | i
O=C(CN1CCCc2ccccc21)NCc1ccc2c(c1)OCO2 | -5 | 6 | i | i | i | i | 0.2 | i | 0 | 0 | i
CC(C)(C)c1ccc(/C=N/NC(=S)NC2CCCCC2)cc1 | -22 | 39 | i | i | i | i | 0.8 | i | 4 | -1 | i
C/C=N\NC(=O)CNC(=O)CNC(=O)c1ccccc1 | -1 | -3 | i | i | i | i | -0.1 | i | 1 | -8 | i
CC(O)CNCc1ccc(-c2ccccc2)cc1 (stereo not drawn) | -18 | 6 | i | i | i | i | 1.1 | i | -8 | -10 | i
CCc1cc2c(=O)[nH]c(Cc3ccccc3)nc2s1 | -21 | -3 | i | i | i | i | 0.5 | i | 0 | -16 | i
CC(=O)c1cccc(NC(=O)CN(c2ccc(C)cc2)S(=O)(=O)c2cccc3nonc23)c1 | 3 | 6 | i | i | i | i | -0.1 | i | 2 | 2 | i
N#Cc1ccc(C2N=C(c3ccccc3)NO2)cc1 (stereo not drawn) | -122 | -9 | i | i | i | i | 1.2 | i | -3 | -107 | i
C=CCN(CC=C)c1nc2ccccc2nc1C(C#N)C(=O)OCCOC (stereo not drawn) | -24 | -1 | i | i | i | i | -0.9 | i | 1 | 2 | i
O=C1CC(c2ccccc2)=NN1c1ccc([N+](=O)[O-])cc1 | -14 | 44 | i | -8* | i | i | 0.9 | i | 3 | -8 | i
Cc1cc(=O)c2cc(Br)ccc2[nH]1 | -4 | -2 | i | i | i | i | -1.1 | i | 6 | 13 | i
O=C(Cn1nc(CNc2ccc(Br)cc2)[n+]2c1CCCCC2)c1ccc([N+](=O)[O-])cc1 | 4 | 10 | i | i | i | i | 0.6 | i | 3 | 1 | i
COc1cccc(C(=O)Nc2ccccc2NC(=O)c2cccc(OC)c2)c1 | -28 | -9 | i | i | i | i | -0.2 | i | -2 | -9 | i
Cc1cc(NC(=O)Nc2ccc(Cl)c(Cl)c2)no1 | nt | -3 | i | i | i | i | 0.8 | i | nt | -43 | i

Brought forward from above: 2 entries, followed by the next part.
SMILES | KLF5 inhibitor | SKKanGAS inh | MrgX1 antag | TRPC6 inhibitor | TRPC4 potent | TRPC4 act | HIF act | TRPC6 act | IEC-6 tox | aSyn UTR inh | TRPC4 block
COc1cccc(C(=O)Nc2ccccc2NC(=O)c2cccc(OC)c2)c1 | -28 | -9 | i | i | i | i | -0.2 | i | -2 | -9 | i
Cc1cc(NC(=O)Nc2ccc(Cl)c(Cl)c2)no1 | nt | -3 | i | i | i | i | 0.8 | i | nt | -43 | i
CCn1c(SCC(=O)O)nnc1C1CCCCC1 | -4 | -10 | i | i | i | i | -0.4 | i | 2 | 1 | i
O=C(CCC(=O)c1ccc(F)cc1)Nc1cc(Cl)cc(Cl)c1 | 0 | -11 | i | i | i | i | 3.2 | i | -2 | 6 | i
O=C(COc1ccccc1)Nc1ccc2oc(=O)ccc2c1 | -20 | -6 | i | i | i | i | 0.5 | i | 2 | -45 | i
CN(C)S(=O)(=O)c1ccc(C(=O)NCc2ccccc2)cc1 | -15 | -2 | i | i | i | i | -0.5 | i | -4 | -11 | i
CCOCCCn1cnc2c(c1=O)c1nc3ccccc3nc1n2-c1ccc(C)cc1 | -36 | 7 | i | i | i | i | -0.6 | i | 2 | 36 | -8*
CCOC(=O)C1=C(CC)Nc2ccccc2N=C1NC(=O)CCNC(C)=O | -16 | 3 | i | i | i | i | -0.7 | i | -3 | 22 | i
NC(=O)c1ccc(Br)c(S(=O)(=O)N2CCCCC2)c1 | -14 | 6 | i | i | i | i | 0.0 | i | 4 | 5 | i
CCOC(=O)N1CCN(S(=O)(=O)c2c(C)[nH]c(=O)[nH]c2=O)CC1 | -38 | -1 | i | i | i | i | -0.5 | i | -4 | 15 | i
CCOc1ccc(C(=O)Nc2ccccc2-c2ccccc2)cc1Cl | -5 | -1 | i | i | i | i | 0.1 | i | -3 | 13 | nt
CCOC(=O)CNC(=O)CSc1nnc(SCC(=O)NCC(=O)OCC)s1 | 3 | -3 | i | i | i | i | -0.5 | i | -2 | -5 | i
O=C(CCN1C(=O)c2ccccc2C1=O)Nc1nc2ccccc2s1 | -37 | 0 | i | i | i | i | 0.0 | i | -6 | -5 | i
CC1CCc2sc(C(=O)NCc3ccc(F)cc3)cc2C1 (stereo not drawn) | -60 | 1 | i | i | i | i | 1.6 | i | 3 | -38 | i
Cc1ccc(Nc2c([N+](=O)[O-])c(=O)n(C)c3ccccc23)cc1 | -66 | 7 | i | i | i | i | 0.0 | i | 2 | -26 | i
C=CCN(c1ccccc1)S(=O)(=O)c1cccc(C(=O)NC2CCN(Cc3ccccc3)CC2)c1 | nt | -2 | i | -6.6* | i | i | 1.0 | i | nt | -8 | i
COc1ccc(C(=O)NC2CCN(C(=S)Nc3ccccc3C)CC2)cc1 | -30 | 0 | i | i | i | i | -0.1 | i | 1 | 34 | i
O=C(Nc1ccccn1)C12CC3CC(C1)CC(C(=O)Nc1ccccn1)(C3)C2 | 9 | -2 | i | i | i | i | -0.7 | i | -9 | -15 | i
CC(C)(C)OC(=O)N1CCC(CC2CC(c3ccncc3)=NO2)(C(=O)O)CC1 (stereo not drawn) | nt | 2 | i | i | i | i | -4.6 | i | nt | 0 | i
O=C(CCC(=O)N1CCOc2ccccc21)NCc1ccccn1 | 0 | -2 | i | i | i | i | -0.1 | i | -1 | 1 | i
O=C(Cn1c(C(F)(F)F)nc2ccccc21)N=Nc1c(O)[nH]c2ccc(Br)cc12 | -20 | -1 | i | i | i | i | 0.0 | i | 8 | 10 | i
CC(=O)c1ccc(OCCCC(=O)N2CCN(S(=O)(=O)c3ccc(C)cc3C)CC2)cc1 | nt | -8 | i | i | i | i | -0.3 | i | nt | -14 | i
COc1ccc(OC)c(NC(=O)Nc2ccc(O)c3ccccc23)c1 | nt | 37 | i | i | i | i | -0.7 | i | nt | 29 | i
CCOC(=O)C1CCCN(S(=O)(=O)c2c(C(=O)N3CCCCC3)c(C)n(C)c2C)C1 (stereo not drawn) | -5 | 1 | i | i | i | i | -0.1 | i | 1 | -4 | i
C=Cn1cc[n+](CC(=O)c2ccc(Br)cc2)c1 | -35 | -5 | i | i | i | i | -0.3 | i | 5 | 4 | i
